ELG1 genotox – induces genotoxicity in HEK293T cells with luciferase-tagged ELG1; HEK293T ELG1-luciferase reporter, luminescence, 16 h; Potency, µM (series often up to 46 µM), inactives show at the highest dose activity change, positive = activation, usual class: activators; hit rate 1.3% among 330,000; AID 504466; also: % of control where 0% means no effect; nearly all actives have a fitted effect of over 60% in size
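16 hr compound incubation (37 °C, 5% CO2) of HEK293T cells carrying luciferase-tagged ELG1; luciferase then measured by ONE-Glo luminescence after 30 min at RT.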
Rab9 prom act – Rab9 promoter activation; Huh7 Rab9 promoter-luciferase reporter, luminescence, 24 h; Potency, µM (titrated, usually from 9.22 µM), without a hit: top-dose activation, negative = inhibition, most hits filed as activators; hit rate 2.8% among 320,000; also: % of control where 0% means no effect; nearly all actives have a fitted effect of over 60% in size
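Luciferase signal after 10 min detection reagent at ambient indicates Rab9 promoter upregulation; stably transfected Huh7 cells were treated 24 h with compound in DMSO at 37 °C, 5% CO2.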
MLL CXXC-DNA inh – MLL CXXC-DNA interaction inhibition; hit rate 0.037% among 290,000; MLL-CXXC / FITC-HOXA9 DNA fluorescence polarization; Q03164; Potency, µM (top dose mostly 115 µM), for the others: at the highest dose activity change, negative = inhibition, most hits filed as inhibitors; AID 2662; active = well fitted inhibition curve with a large enough effect in the polarisation, with a control signal flat, not every such curve was filed as active; inconclusive = small, poorly fitted or top-dose-only effect, or effect the other way, or a change in a side signal; inactive = no such curve, though single readings can be large or run the other way; the % refers to the polarisation
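Steps: dispense CXXC domain solution (7 uM) → pin compounds or unlabeled HOX-A9 DNA control → 5 min ambient → add FLSN-HOX-A9 solution (50 nM) → spin → 30 min ambient → fluorescence polarization. Tris pH 7.5/NaCl/DTT/BSA buffer.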
FLuc counter – inhibits or activates purified firefly luciferase, miR-21 counter-screen; purified FLuc, Km substrates, luminescence inhibition; Potency, µM (doses to about 57.5 µM), for inactives: top-dose activity change, negative = inhibition, usual class: inhibitors; hit rate 6.9% among 360,000; AID 588342;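 also: plate controls were vehicle for no effect and reference inhibitor for full effect; nearly all actives have a fitted effect of over 55% in size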
Target sequence (P08659 whole entry, looked up): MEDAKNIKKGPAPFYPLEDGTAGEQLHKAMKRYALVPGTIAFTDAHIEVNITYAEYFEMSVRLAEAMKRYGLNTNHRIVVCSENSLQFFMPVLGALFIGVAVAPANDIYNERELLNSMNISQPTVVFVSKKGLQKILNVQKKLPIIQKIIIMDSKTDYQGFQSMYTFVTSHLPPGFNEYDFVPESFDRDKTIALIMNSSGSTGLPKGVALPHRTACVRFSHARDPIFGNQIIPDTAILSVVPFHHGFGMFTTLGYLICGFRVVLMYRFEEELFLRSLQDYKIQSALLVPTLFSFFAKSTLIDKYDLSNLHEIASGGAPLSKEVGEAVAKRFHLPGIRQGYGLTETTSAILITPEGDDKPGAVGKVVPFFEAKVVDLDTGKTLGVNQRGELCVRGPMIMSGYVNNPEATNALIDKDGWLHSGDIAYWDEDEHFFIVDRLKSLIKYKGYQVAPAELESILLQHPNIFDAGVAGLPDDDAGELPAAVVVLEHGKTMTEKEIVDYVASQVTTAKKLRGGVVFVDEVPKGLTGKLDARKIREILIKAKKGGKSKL
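Purified P. pyralis luciferase, 10 nM final, with Km-level 10 uM D-luciferin and 10 uM ATP in 50 mM Tris acetate pH 7.5, 10 mM Mg acetate, 0.01% Tween-20, 0.05% BSA; 6-point qHTS titration about 60 µM downward; luminescence read.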
RORg inh – ROR gamma (mouse) transcription inhibition; Potency, µM (titrated, usually from 53.6 µM), for the others: top-dose activity change, negative = inhibition, hits mostly inhibitors; hit rate 5.4% among 310,000; P51450; AID 2551; Drosophila S2 Gal4-RORgamma UAS-luciferase reporter, 20 h; also: % is scaled to controls: 0 for no effect and ±100 for the full control effect; nearly all actives have a fitted effect of over 60% in size
Target sequence (P51450 whole entry, looked up, the tested form may be a part): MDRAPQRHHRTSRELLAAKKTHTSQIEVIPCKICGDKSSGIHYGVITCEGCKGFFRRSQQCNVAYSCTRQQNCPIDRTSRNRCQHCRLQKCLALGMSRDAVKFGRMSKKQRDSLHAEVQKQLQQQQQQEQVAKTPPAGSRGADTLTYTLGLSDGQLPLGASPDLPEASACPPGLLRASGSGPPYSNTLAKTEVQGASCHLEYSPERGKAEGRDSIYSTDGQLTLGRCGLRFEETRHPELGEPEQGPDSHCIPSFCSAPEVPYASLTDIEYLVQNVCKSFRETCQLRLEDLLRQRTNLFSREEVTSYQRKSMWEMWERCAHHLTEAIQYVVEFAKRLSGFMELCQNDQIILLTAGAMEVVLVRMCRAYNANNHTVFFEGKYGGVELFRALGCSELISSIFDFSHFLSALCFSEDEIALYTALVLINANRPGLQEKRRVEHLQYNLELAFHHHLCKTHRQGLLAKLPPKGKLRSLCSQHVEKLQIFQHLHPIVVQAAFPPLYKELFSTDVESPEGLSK
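Stably transfected Drosophila Schneider cells are the test system, with ROR gamma fused to Gal4 and luciferase under UAS control; luminescence is read after 20 hr of 700 uM copper sulfate induction at ambient temperature.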
BRCA1 expr up – increases BRCA1 expression | MCF7-BRCA1-FFLuc reporter, luminescence, 48 h; response scale: scaled: vehicle 0%, 10 µM genistein 100% | Potency, µM (highest dose often 46.1 µM), for inactives: at the highest dose activation, usual class: activators | hit rate 1.1% among 380,000 | AID 624202; also: nearly all actives have a fitted effect of over 80% in size; some results filed as inactive show a strong effect at the top dose
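Reporter cells (MCF7, BRCA1 promoter-firefly luciferase) received library compounds across a concentration series for 48 h. End-point luminescence was measured and concentration-effect curves derived after normalization.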
Gal4-VP16 FLuc – counter-screen for ROR gamma inhibitors: Gal4-VP16 reporter; Drosophila S2 Gal4-VP16 UAS-luciferase, luminescence, 20 h; Potency, µM (top dose mostly 53.6 µM), for the others: at the top dose activity, negative = inhibition, hits mostly inhibitors; hit rate 3.5% among 310,000; AID 2546;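 also: Gal4-VP16 expression switched on by copper sulfate through the metallothionein promoter; % is scaled to controls: 0 for no effect and ±100 for the full control effect; nearly all actives have a fitted effect of over 50% in size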
p53 reactivator – re-activators of mutant p53; H1299 p53-A138V BP100-luciferase reporter, luminescence, 24 h; Potency, µM (top dose mostly 92.2 µM), inactives show at the top dose activity change, positive = activation, hits mostly activators; hit rate 0.063% among 320,000; also: % of control where 0% means no effect; nearly all actives have a fitted effect of over 45% in size
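p53-null H1299 cells stably carrying temperature-sensitive p53-A138V and a BP100-luciferase reporter were pinned with compounds (4-point, 1:5 series) and held 24 hrs at 37 deg C. Luminescence was read 10 min after detection reagent.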
MBNL1-CUG inh – inhibitors of human MBNL1 binding to CUG repeat RNA; Q9NR56; TR-FRET MBNL1-His/biotin-(CUG)12 binding, 665/545 ratio; Potency, µM (series often up to 57.5 µM), for the others: at the top dose activity change, negative = inhibition, most hits filed as inhibitors; hit rate 0.036% among 280,000; active = well fitted inhibition curve with a large enough effect in the signal ratio, with a control signal flat, not every such curve was filed as active; inconclusive = small, poorly fitted or top-dose-only effect, or effect the other way, or a change in a side signal; inactive = no such curve, though single readings can be large or run the other way; the % refers to the signal ratio; also: % is scaled to controls: 0 for no effect and ±100 for the full control effect
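TR-FRET readout: Ex 340 nm, 665/545 nm emission ratio, normalized to buffer-only (basal) and MBNL1-(CUG)12 controls. Complex of MBNL1-His with Biotin-(CUG)12, compounds 92 nM–58 uM, incubated 60 min at room temperature.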
NPC1 promoter act – NPC1 promoter activation; Huh7 NPC1 promoter luciferase reporter, 24 h; Potency, µM (top dose mostly 9.22 µM), without a hit: at the top dose activation, hits mostly activators; hit rate 2.4% among 320,000;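 also: % of control where 0% means no effect; nearly all actives have a fitted effect of over 60% in size; reporter is driven by a mutant NPC1 promoter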
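Cells: Huh7 expressing luciferase under the NPC1 promoter, 1500/well. Seeded 2 h, compound added, incubated 24 h at 37 °C. Luciferase reagent, 10 min ambient, then luminescence.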
uPA generation – cell surface uPA generation inhibition | cell surface uPA generation assay, qHTS | AID 540303 | Potency, µM (highest dose often 38.3 µM), for the others: top-dose activity change, negative = inhibition, usual class: inhibitors | hit rate 0.31% among 330,000; active = well fitted inhibition curve with a large enough effect; inconclusive = small, poorly fitted or top-dose-only effect; inactive = no such curve, though single readings can be large or run the other way; tested in mouse RAW 264.7 cells; also: % is scaled to controls: 0 for no effect and ±100 for the full control effect; nearly all actives have a fitted effect of over 55% in size
* = called active by the depositor; [ ] = dose if it differs, or a comment. Unless noted, calls follow the shape of the dose curve; as a rule, active = well fitted curve in the direction sought with a large enough effect; inconclusive = small, poorly fitted or top-dose-only effect, or another doubt; inactive = no such curve, though single readings can be large; an effect the other way counts as inactive or inconclusive. Potency is read from the fitted curve at half-maximal effect.

Cn1c(CN2CCN(c3ccc(Cl)cc3)CC2)nc2ccccc21 was read as ELG1 genotox -3%, Rab9 prom act 2%, MLL CXXC-DNA inh -1%, FLuc counter 0%, RORg inh 6.3µM*, BRCA1 expr up -7%, Gal4-VP16 FLuc inconclusive, p53 reactivator 6%, MBNL1-CUG inh -6%, NPC1 promoter act 1% and uPA generation -4%.
For Cc1ccc(C(CNC(=O)Nc2ccc(Cl)cc2)N2CCN(C)CC2)cc1 (stereo not drawn) the results were ELG1 genotox -5%, Rab9 prom act 1%, MLL CXXC-DNA inh -4%, FLuc counter -1%, RORg inh -20%, BRCA1 expr up 21%, Gal4-VP16 FLuc 5%, p53 reactivator 3%, MBNL1-CUG inh -1%, NPC1 promoter act -2% and uPA generation -1%.
O=C(c1cnn2ccccc12)N1CCCc2ccccc21 was read as ELG1 genotox -4%, Rab9 prom act -2%, MLL CXXC-DNA inh 5%, FLuc counter -1%, RORg inh -22%, BRCA1 expr up 3%, Gal4-VP16 FLuc 13%, p53 reactivator 3%, MBNL1-CUG inh 22%, NPC1 promoter act 1% and uPA generation -5%.
For C#CCOCCOCCOCCNc1nc(N2CCN(C(=O)[C@H]([C@@H](C)O)n3cc(CCCCN)nn3)CC2)nc(N2CCN(C(=O)[C@H]([C@@H](C)CC)n3cc(CCCN=C(N)N)nn3)CC2)n1 the results were ELG1 genotox 1%, Rab9 prom act 0%, MLL CXXC-DNA inh 23%, FLuc counter 0%, RORg inh -4%, BRCA1 expr up 12%, Gal4-VP16 FLuc -5%, p53 reactivator 14%, MBNL1-CUG inh -5%, NPC1 promoter act -4% and uPA generation 7%.
For CC[C@H](C)[C@@H]1NC(=O)c2cc([N+](=O)[O-])cc(F)c2NCCCC[C@@H](C(N)=O)NC(=O)[C@H](CCCCN)NC1=O the results were ELG1 genotox -2%, Rab9 prom act 0%, MLL CXXC-DNA inh 22%, FLuc counter 4%, RORg inh -2%, BRCA1 expr up -9%, Gal4-VP16 FLuc -2%, p53 reactivator 3%, MBNL1-CUG inh inconclusive, NPC1 promoter act -3% and uPA generation 15%.
CCCn1cc([C@@H]2C[C@H]3CN(Cc4cccc(Cl)c4)C(=O)[C@]34CCCN24)c(C)n1 was read as ELG1 genotox -4%, Rab9 prom act -2%, MLL CXXC-DNA inh -3%, FLuc counter 7%, RORg inh 25%, BRCA1 expr up 1%, Gal4-VP16 FLuc -1%, p53 reactivator -1%, MBNL1-CUG inh -3%, NPC1 promoter act -3% and uPA generation -16%.
`O=C(NCCCn1ccnc1)c1cccc(S(=O)(=O)N2CCCCCC2)c1` gave ELG1 genotox -7%, Rab9 prom act 3%, MLL CXXC-DNA inh inconclusive, FLuc counter 1%, RORg inh 1%, BRCA1 expr up -35%, Gal4-VP16 FLuc -2%, p53 reactivator -2%, MBNL1-CUG inh -10%, NPC1 promoter act -1% and uPA generation 1%.
O=c1[nH]nc(N2CCOCC2)c(=O)[nH]1 was read as ELG1 genotox 0%, Rab9 prom act 1%, MLL CXXC-DNA inh -13%, FLuc counter 0%, RORg inh -1%, BRCA1 expr up 6%, Gal4-VP16 FLuc 2%, p53 reactivator -1%, MBNL1-CUG inh -7%, NPC1 promoter act -5% and uPA generation -1%.
For NC(=O)C1CCN(C(=O)C2CC(=O)N(Cc3ccccc3)C2)CC1 (stereo not drawn) the results were ELG1 genotox 1%, Rab9 prom act 3%, FLuc counter 5%, BRCA1 expr up 5%, p53 reactivator -2%, NPC1 promoter act -2% and uPA generation 13%.
For CC(=O)c1ccc2c(c1)OCCOCCOCCO2 the results were ELG1 genotox -10%, Rab9 prom act -5%, MLL CXXC-DNA inh -5%, FLuc counter 0%, RORg inh -13%, BRCA1 expr up -5%, Gal4-VP16 FLuc -5%, p53 reactivator 2%, MBNL1-CUG inh -22%, NPC1 promoter act 10% and uPA generation -1%.
COc1cccc(Nc2nnc(SCC(=O)N3CC(=O)Nc4ccccc43)s2)c1 was read as ELG1 genotox -8%, Rab9 prom act 0%, MLL CXXC-DNA inh -16%, FLuc counter 21µM*, RORg inh 18%, BRCA1 expr up -2%, Gal4-VP16 FLuc 2%, p53 reactivator -1%, MBNL1-CUG inh 2%, NPC1 promoter act 1% and uPA generation -20%.
For O=[N+]([O-])c1ccccc1S(=O)(=O)N1CCN(CC2CC=CCC2)CC1 (stereo not drawn) the results were ELG1 genotox -2%, Rab9 prom act -9%, MLL CXXC-DNA inh -14%, FLuc counter 0%, RORg inh 13%, BRCA1 expr up -10%, Gal4-VP16 FLuc -11%, p53 reactivator -2%, MBNL1-CUG inh 8%, NPC1 promoter act -5% and uPA generation -3%.
`COc1c2c(cc3oc(C)cc(=O)c13)OC(C(C)(C)OC1OC(CO)C(O)C(O)C1O)C2` (stereo not drawn) gave ELG1 genotox 2%, Rab9 prom act -1%, MLL CXXC-DNA inh 1%, FLuc counter 1%, RORg inh -1%, BRCA1 expr up -7%, Gal4-VP16 FLuc 14%, p53 reactivator -9%, MBNL1-CUG inh -4%, NPC1 promoter act 0% and uPA generation 6%.
Screening COc1cccc(Cn2c(OCC3CCCO3)nc3c2c(=O)n(C)c(=O)n3C)c1 (stereo not drawn) returned ELG1 genotox 2%, Rab9 prom act 0%, MLL CXXC-DNA inh 10%, FLuc counter inconclusive, RORg inh -2%, BRCA1 expr up 4%, Gal4-VP16 FLuc -9%, p53 reactivator -8%, NPC1 promoter act 4% and uPA generation 15%.
Screening Cc1cccc(C)c1OCc1nnc(SCC(=O)Nc2nccs2)o1 returned ELG1 genotox 1%, Rab9 prom act 1%, MLL CXXC-DNA inh -4%, FLuc counter 0%, RORg inh -9%, BRCA1 expr up -13%, Gal4-VP16 FLuc -4%, p53 reactivator -2%, MBNL1-CUG inh 7%, NPC1 promoter act 7% and uPA generation -3%.
For CCn1c(Cn2nnc(-c3ccccc3)n2)nnc1SCC(=O)Nc1ccccc1 the results were ELG1 genotox -1%, Rab9 prom act -4%, MLL CXXC-DNA inh -4%, FLuc counter 0%, RORg inh 25%, BRCA1 expr up 1%, Gal4-VP16 FLuc -4%, p53 reactivator 0%, MBNL1-CUG inh -5%, NPC1 promoter act -4% and uPA generation -6%.
Screening CCN1CCN(c2cc(C)c3cc(NC(=S)N4CCC5(CC4)OCCO5)ccc3n2)CC1 returned ELG1 genotox -1%, Rab9 prom act -2%, MLL CXXC-DNA inh 17%, FLuc counter 2%, RORg inh 9%, BRCA1 expr up -3%, Gal4-VP16 FLuc 2%, p53 reactivator 12%, MBNL1-CUG inh 5%, NPC1 promoter act -1% and uPA generation -5%.
`Cc1cc(C)n(C(=O)c2cc3ccccc3c(=O)o2)n1` gave ELG1 genotox 4%, Rab9 prom act 2%, MLL CXXC-DNA inh 0%, FLuc counter 4%, RORg inh -4%, BRCA1 expr up 4%, Gal4-VP16 FLuc -1%, p53 reactivator 3%, MBNL1-CUG inh 2%, NPC1 promoter act 1% and uPA generation -3%.
For CC(=O)Nc1ccc(NC(=O)c2nc(S(=O)(=O)Cc3cccc(C)c3)ncc2Cl)cc1 the results were ELG1 genotox 3%, Rab9 prom act -41%[inhibitor], MLL CXXC-DNA inh 29%, FLuc counter 1%, RORg inh 6.3µM*, BRCA1 expr up -20%, Gal4-VP16 FLuc 5µM*, p53 reactivator -14%, MBNL1-CUG inh inconclusive, NPC1 promoter act -46%[inhibitor] and uPA generation -4%.
`COc1cc(CNCCCN2CCOCC2)cc(Cl)c1OCC(=O)NC(C)(C)C` gave ELG1 genotox 0%, Rab9 prom act -1%, MLL CXXC-DNA inh 12%, FLuc counter -2%, RORg inh -3%, BRCA1 expr up 4%, Gal4-VP16 FLuc -11%, p53 reactivator -7%, MBNL1-CUG inh -1%, NPC1 promoter act 0% and uPA generation -5%.
`CCOC(=O)[C@@H]1[C@H]2COc3cc(OC)ccc3[C@H]2N2C(=O)N(c3ccc(F)cc3)C(=O)[C@@]12C` gave ELG1 genotox 3%, Rab9 prom act -1%, MLL CXXC-DNA inh 8%, FLuc counter 7%, RORg inh 1%, BRCA1 expr up 0%, Gal4-VP16 FLuc 2%, MBNL1-CUG inh 6%, NPC1 promoter act -1% and uPA generation 12%.

An excerpt. The share of hits here may be higher or lower than overall.
